HepG2 viability: kills HepG2 cells in TGF-b inhibitor counter-screen | HepG2 CAGA-GFP viability, ATP luminescence, 18 h | 410,000 compounds, 0.76% hits | Potency, µM (titrated, usually from 46.1 µM), without a hit: at the highest dose activity change, negative = cytotoxicity, actives largely listed as cytotoxic; further: potency means the concentration at half of the fitted maximal effect; some results filed as inactive show a strong effect at the top dose
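HepG2 CAGA-GFP cells (1000/well, DMEM with 1% FBS) received compound, then TGF-beta at 500 pg/mL final, and were incubated 18 hours at 37 degrees C. Viability was read by CellTiter-Glo luminescence. Media-only wells were set as complete cell-killing and DMSO as no toxicity.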
IL1B secr inh: inhibitors of inflammasome signaling (IL-1 beta secretion); 360,000 compounds, 4.7% hits; AID 743279; activity change, % at 57.5 µM; THP-1 LPS/ATP IL-1B secretion, AlphaLISA, 16 h; stronger effect = lower value; in the data active means activity change below about -50%; inconclusive means mostly about -30% to -49%; further: on the % scale 0 is the no-effect control and ±100 the full control effect
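THP-1 cells pretreated 1 hr with compounds (up to 57.5 uM final), then stimulated with LPS (250 ng/mL final) plus ATP (1.25 mM final); secreted IL-1B measured by AlphaLISA after 16 hr, decreased signal indicating inhibition.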
A549 tox: kills or reduces viability of A549 cells in Nrf2 counter-screen. A549 ARE-Fluc cells, CellTiter-Fluor viability, 18-24 h. Potency, µM (series often up to 46 µM), for the others: at the top dose activity change, negative = cytotoxicity, usual class: inhibitors. 390,000 compounds, 0.16% hits. AID 504648; further: potency means the concentration at half of the fitted maximal effect; on the % scale 0 is the no-effect control and ±100 the full control effect
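Cytotoxicity counterscreen: CellTiter-Fluor fluorescence was measured in A549 ARE_Fluc cells after 18-24 h of compound exposure in a concentration series. The subsequent BugLite luminescent read reports ARE-luciferase activity.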
Nrf2 ARE act: Nrf2 pathway activation. AREc32 ARE-luciferase reporter (MCF7-derived line), luminescence, 24 h. Potency, µM (top dose mostly 46.1 µM), without a hit: at the top dose activation, usual class: activators. 410,000 compounds, 0.31% hits; further: potency means the concentration at half of the fitted maximal effect; % of control where 0% means no effect; nearly all actives have a fitted effect of over 65% in size
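ARE activation measured as luciferase luminescence (Steady-Glo, 30 min RT) in AREc32_Fluc cells after 24 hr compound exposure at 37 deg C, 5% CO2; cells seeded overnight at 1000/well in OPTI-MEM, 5% FBS.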
ATXN2 expr inh: inhibitors of ATXN2 expression; HEK-293 ATXN2-luciferase reporter, luminescence, 24 h; Potency, µM (highest dose often 57 µM), for the others: at the top dose activity change, negative = inhibition, most hits filed as inhibitors; 360,000 compounds, 0.72% hits; further: potency means the concentration at half of the fitted maximal effect; on the % scale 0 is the no-effect control and ±100 the full control effect; nearly all actives have a fitted effect of over 55% in size
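qHTS (up to 57 uM final) was run with 24 h compound exposure of reporter cells at 37 °C. Each well was multiplexed: SteadyGlo luminescence measured ATXN2-luciferase expression after a fluorogenic Gly-Phe-AFC viability readout (25 uM final).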
MCF10A rereplic: inducers of DNA re-replication in MCF 10A breast cells. 350,000 compounds, 2.9% hits. MCF 10A DNA re-replication, Hoechst nuclear intensity, 48 h. Potency, µM (doses to about 46.1 µM), inactives show top-dose activity, positive = re-replication, most hits filed as activators. AID 624296; further: potency means the concentration at half of the fitted maximal effect; % of control where 0% means no effect; nearly all actives have a fitted effect of over 50% in size
Nrf2 inh: Nrf2 pathway inhibition. 360,000 compounds, 2.1% hits. Potency, µM (top dose mostly 46 µM), without a hit: at the highest dose activity change, negative = inhibition, actives largely listed as inhibitors. A549 ARE-Fluc reporter, luciferase luminescence, 18-24 h. AID 504444; further: potency means the concentration at half of the fitted maximal effect; on the % scale 0 is the no-effect control and ±100 the full control effect; nearly all actives have a fitted effect of over 60% in size
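A549 ARE_Fluc cells (5000/well, 5% FBS OPTI-MEM) pre-incubated 2 h, then treated with compounds 18-24 h at 37C/5% CO2 in concentration-response. CellTiter-Fluor viability read first; BugLite luciferase luminescence after 15 min at room temperature gives Nrf2 activity.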
TGFb SMAD3 inh: inhibitors of TGF-b signaling; HepG2 CAGA-GFP TGF-b/SMAD3 reporter, GFP fluorescence, 18 h; TGF-beta stimulated, 500 pg/mL final; 410,000 compounds, 1.2% hits; Potency, µM (titrated, usually from 46.1 µM), for inactives: at the highest dose activity, negative = inhibition, usual class: inhibitors; further: potency means the concentration at half of the fitted maximal effect; on the % scale 0 is the no-effect control and ±100 the full control effect; nearly all actives have a fitted effect of over 65% in size
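HEPG2 CAGA-GFP, 1000 cells/well; 2 h settle, 37 C; cpd via pin tool; TGF-b 500 pg/mL final; 18 h, 37 C; GFP imaging ex488/em500-530; %Activity normalised to -TGF-b and +DMSO controls; CRC fit, curve class.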
S2 tox: reduces viability in counter-screen for ATXN expression inhibitors. S2 cells (HEK-293 line with an ATXN2-luciferase reporter) viability, CellTiter-Fluor protease fluorescence, 24 h. Potency, µM (series often up to 56.7 µM), hits mostly cytotoxic. 400,000 compounds, 0.49% hits; further: potency means the concentration at half of the fitted maximal effect; nearly all actives have a fitted effect of over 40% in size
An asterisk follows results filed as active; i = inactive; u = inconclusive; x = not tested or not shown; [ ] = another dose, or the depositor's remark. Unless noted, the call rests on the fitted dose curve; in most records, active means well fitted curve in the direction sought with a large enough effect; inconclusive means small, poorly fitted or top-dose-only effect, or another doubt; inactive means no such curve, though single readings can be large; an effect the other way counts as inactive or inconclusive.

SMILES | HepG2 viability | IL1B secr inh | A549 tox | Nrf2 ARE act | ATXN2 expr inh | MCF10A rereplic | Nrf2 inh | TGFb SMAD3 inh | S2 tox
C[C@H]1Cn2cnc(C(=O)Nc3cccc(Cl)c3)c2C(=O)N1 | -30% | -9 | x | -1.4% | 8% | x | x | 0% | i
CC(Sc1nnc(C2CC2)n1C1CC1)C(=O)Nc1cccc(S(=O)(=O)N2CCOCC2)c1 (stereo unspecified) | 6% | -11 | 0% | -0.3% | 1% | 0% | -31% | -7% | i
Cc1nn(C)cc1CN1CCC(CO)(CCOc2ccccc2)CC1 | -3% | 0 | 9% | 0.8% | -1% | -1% | 3% | 8% | i
COc1ccc(Cc2nn3c(-c4ccccc4Br)nnc3s2)cc1 | 3% | -85* | -3% | 2.1% | 1% | -5% | 16µM* | -18% | i
NC(=O)C1(NC(=O)[C@@H]2CC3(CC(c4cccc(NC(=O)c5cc([N+](=O)[O-])cc([N+](=O)[O-])c5)c4)=NO3)CN2C(=O)c2ccccc2)CC1 (stereo partly specified) | 8% | u | 3% | 0.0% | -1% | 7% | -3% | u | i
CSCCC(NC(=O)c1ccccc1)C(=O)OCC(=O)Nc1ccc(C)c(Cl)c1 (stereo unspecified) | -10% | 19 | -4% | -1.0% | -7% | u | -11% | 15% | i
COc1ccccc1-n1ccnc1SCC(=O)NC1CCCC1 | 3% | -9 | -9% | 0.0% | -4% | -6% | 1% | -3% | i
CN(C)S(=O)(=O)c1ccc(NC(=O)COC(=O)c2ccccn2)cc1 | 4% | 7 | 3% | -0.7% | 4% | 1% | 7% | 26% | i
C[C@@H](C(=O)Nc1nc2ccc(F)cc2s1)N1C(=O)C2CC=CCC2C1=O (stereo partly specified) | -7% | 8 | 1% | 4.2% | 13% | 2% | u | 1% | i
CC12CC(NC(=O)N1CCc1ccccc1)c1cc(Cl)ccc1O2 (stereo unspecified) | -26% | -16 | -9% | -0.3% | -24% | -12% | u | u | i
O=C(NCC1CCCO1)c1ccccc1NS(=O)(=O)c1ccc(F)cc1 (stereo unspecified) | 2% | -1 | -1% | -0.3% | -9% | 3% | -4% | 3% | u
COc1ccccc1NC(=S)NCCc1ccc(Cl)cc1 | -41% | 1 | 10% | -0.5% | 2% | u | -5% | -4% | i
CC(=O)N1CCc2cc(S(=O)(=O)CCC(=O)NCc3ccc(F)cc3)ccc21 | -19% | 30 | 5% | 0.2% | -1% | -5% | -13% | 0% | i
COc1ccc(S(=O)(=O)N2CCOC2CNC(=O)C(=O)NCc2ccc(F)cc2)cc1OC (stereo unspecified) | 5% | 2 | -1% | -0.4% | 0% | 6% | -2% | 15% | i
Cc1sc2ncn(CCn3cnc4sc(C)c(C)c4c3=O)c(=O)c2c1C | -2% | -5 | -3% | -0.5% | -28% | 1% | 16µM* | -4% | i
CC(C)Cn1c(N2CCN(C(=O)/C=C/c3ccccc3)CC2)nc2ccccc21 | -32% | -5 | -5% | -0.9% | -21% | -6% | u | 0% | i
Cn1c(N)c(C(=O)COC(=O)C2CCC(C(C)(C)C)CC2)c(=O)n(C)c1=O (stereo unspecified) | -42% | 30 | -4% | 2.9% | -27% | 4% | x | u | u
COc1ccccc1Cc1c(-c2cccc(Br)c2)nc2c(C)cc(Br)cn12 | -47% | 20 | x | 15% | 6% | x | x | u | i
CC(C)(C)n1ncc2c(=O)n(Cc3ccc(Cl)cc3Cl)cnc21 | 2% | u | -15% | -0.4% | -6% | 45% | u | 26% | i
COCCCNC(=O)c1c(NC(=O)c2nc(S(C)(=O)=O)ncc2Cl)sc2c1CCCC2 | -31% | x | -4% | 5.5% | 28% | x | 17% | u | i

SMILES | HepG2 viability | IL1B secr inh | A549 tox | Nrf2 ARE act | ATXN2 expr inh | MCF10A rereplic | Nrf2 inh | TGFb SMAD3 inh | S2 tox
Cc1ccc(CNC(=O)c2cc(=O)c3ccc(C)cc3o2)cc1 | 0% | 16 | -4% | 0.3% | -17% | -1% | 0% | u | i
Cc1ccc(C2=Nc3ccccc3N(CC(=O)Nc3cccc(F)c3)C(=O)C2)cc1C | -32% | x | -5% | 4.9% | -2% | x | 23% | u | i
CCN1CCN(CCCNC(=O)C2c3ccccc3C(=O)N(C)C2c2ccc(OC)cc2)CC1 (stereo unspecified) | -1% | 21 | 16% | 0.3% | 1% | -4% | -2% | 8% | i
CSc1ccccc1NC(=O)CN(C)CC(=O)Nc1ccc(S(=O)(=O)N2CCCC2)cc1 | -2% | 6 | 0% | 1.3% | 8% | -4% | 2% | -1% | i
CC(=O)Nc1ccc(C(=O)COC(=O)C2CCCCC2)c(F)c1 | -10% | 15 | 0% | 0.5% | 12% | 3% | 8% | -5% | i
COc1cc(C#N)ccc1OCC(=O)Nc1ccc(C)c(S(=O)(=O)N2CCOCC2)c1 | -29% | -24 | -2% | 2.6% | x | -2% | -29% | -28% | i
O=C(N/N=C/c1ccco1)c1ccc(NC(=O)c2ccccc2Cl)cc1 | 7% | -16 | -4% | -0.5% | -4% | 0% | -22% | -21% | i
COC(=O)CSc1nc2ccccc2c(=O)n1C | -2% | 24 | 2% | 4.4% | 9% | -1% | -23% | -20% | i
O=C(Nc1cccc(C(=O)O)c1)/C(=C\c1ccco1)NC(=O)c1ccc(Br)o1 | -16% | 14 | -1% | -0.2% | 5% | -11% | -5% | -4% | i
CC1CCCC(C)N1C(=O)COC(=O)CNC(=O)C12CC3CC(CC(C3)C1)C2 (stereo unspecified) | 1% | 18 | -2% | 0.3% | 3% | -3% | 2% | 28% | i
O=C(Nc1ccc2c(c1)oc1ccc(S(=O)(=O)N3CCCC3)cc12)C1CC1 | -23% | -57* | -12% | -0.1% | -19% | 8% | u | -2% | i
NC(=O)[C@H]1CC2(CC(c3cccc(NC(=O)COc4ccc(Cl)cc4)c3)=NO2)CN1C(=O)[C@H]1CCC(=O)N1 (stereo partly specified) | -28% | 16 | 1% | 0.5% | -4% | 11% | -13% | -1% | i
Cc1nn(-c2ccccc2)c(C)c1NC(=O)COc1ccc(Cl)cc1Cl | -14% | -26 | -14% | 0.2% | -28% | u | 16µM* | -28% | u
CC(=O)Nc1sc(C)c(C)c1C(=O)OCCOc1ccccc1 | -15% | 14 | 7% | 9.3% | 74%[activator] | 14% | u | -16% | i
O=C(NCCc1ccccc1)c1ccc(NC(=O)C2CCC2)cc1 | -2% | -10 | 4% | 3.9% | 14% | 26% | 18% | 7% | i
O=C(COC(=O)c1cccc(S(=O)(=O)N2CCc3ccccc3C2)c1)NCc1ccco1 | -22% | 12 | 0% | 3.4% | 2% | 6% | -10% | 15% | i
CC(C)CCn1c(=O)c(C(=O)N/N=C/c2cccc(F)c2)c(O)c2ccccc21 | 3% | 22 | 2% | 0.1% | 2% | 6% | 12% | -28% | i
COc1cc(NC(=O)CN2c3ccccc3CC2C)cc(OC)c1OC (stereo unspecified) | -24% | 5 | 0% | -0.2% | -2% | 19% | u | 3% | i
Cc1ccc(S(=O)(=O)Nc2cccc(-n3cnnn3)c2)cc1 | 0% | 4 | 2% | -0.3% | x | 3% | 5% | 14% | i
CCOC(=O)C(=CNCC(=O)O)C(=O)OCC | 6% | 28 | -4% | 0.0% | 1% | u | 7% | -14% | i

SMILES | HepG2 viability | IL1B secr inh | A549 tox | Nrf2 ARE act | ATXN2 expr inh | MCF10A rereplic | Nrf2 inh | TGFb SMAD3 inh | S2 tox
CCOC(=O)c1ccc2ncc(C(=O)OCC)c(NCc3ccco3)c2c1 | -3% | -4 | -8% | 26% | 6% | u | -21% | -1% | i
O=C1CC(c2ccc(Cl)cc2)N=C(NC(=O)c2ccccc2)N1 (stereo unspecified) | -3% | x | -1% | 2.4% | -10% | x | x | -1% | i
O=C(NCc1ccccc1)c1ccc(Cn2cc(C(F)(F)F)ccc2=O)cc1 | 5% | 29 | -10% | 0.4% | -2% | 4% | -13% | u | i
COc1ccc(C2C(C(=O)Nc3ccccc3)=C(C)Nc3nc(-c4ccccc4)nn32)cc1OC (stereo unspecified) | -49% | x | -5% | 0.5% | -20% | x | u | -22% | u

Entries above that have a COOH group:
SMILES | HepG2 viability | IL1B secr inh | A549 tox | Nrf2 ARE act | ATXN2 expr inh | MCF10A rereplic | Nrf2 inh | TGFb SMAD3 inh | S2 tox
O=C(Nc1cccc(C(=O)O)c1)/C(=C\c1ccco1)NC(=O)c1ccc(Br)o1 | -16% | 14 | -1% | -0.2% | 5% | -11% | -5% | -4% | i
CCOC(=O)C(=CNCC(=O)O)C(=O)OCC | 6% | 28 | -4% | 0.0% | 1% | u | 7% | -14% | i

Complete entries as entered above:
CC(C)Cn1c(N2CCN(C(=O)/C=C/c3ccccc3)CC2)nc2ccccc21 as listed: HepG2 viability = -32%; IL1B secr inh = -5; A549 tox = -5%; Nrf2 ARE act = -0.9%; ATXN2 expr inh = -21%; MCF10A rereplic = -6%; Nrf2 inh = u; TGFb SMAD3 inh = 0%; S2 tox = i
CCN1CCN(CCCNC(=O)C2c3ccccc3C(=O)N(C)C2c2ccc(OC)cc2)CC1 (stereo unspecified) as listed: HepG2 viability = -1%; IL1B secr inh = 21; A549 tox = 16%; Nrf2 ARE act = 0.3%; ATXN2 expr inh = 1%; MCF10A rereplic = -4%; Nrf2 inh = -2%; TGFb SMAD3 inh = 8%; S2 tox = i
Cc1ccc(S(=O)(=O)Nc2cccc(-n3cnnn3)c2)cc1 as listed: HepG2 viability = 0%; IL1B secr inh = 4; A549 tox = 2%; Nrf2 ARE act = -0.3%; ATXN2 expr inh = x; MCF10A rereplic = 3%; Nrf2 inh = 5%; TGFb SMAD3 inh = 14%; S2 tox = i

Assay outcomes deposited in PubChem by National Center for Advancing Translational Sciences (NCATS).
